Compound activity as filed in PubChem.
RGS4 inhibitor – inhibitors of human regulator of G protein signaling 4; P49798; Transcreener GDP fluorescence polarization, RGS4-accelerated GTP hydrolysis; Potency, µM (titrated, usually from 114 µM), for inactives: at the highest dose activity change, negative = inhibition, usual class: inhibitors; actives 0.039% (n = 390,000); note: potency is the fitted concentration of half-maximal effect; % is set by controls: 0 for no effect and ±100 for the full control effect; nearly all actives have a fitted effect of over 75% in size; some results filed as inactive show a strong effect at the top dose
Target sequence (P49798 whole entry, looked up): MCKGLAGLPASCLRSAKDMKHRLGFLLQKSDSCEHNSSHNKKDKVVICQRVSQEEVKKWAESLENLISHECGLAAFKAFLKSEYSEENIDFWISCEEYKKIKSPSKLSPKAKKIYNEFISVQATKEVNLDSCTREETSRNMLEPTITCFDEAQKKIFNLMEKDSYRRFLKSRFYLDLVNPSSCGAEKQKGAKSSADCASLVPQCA
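MLSMR compounds (23 nl, pin-transferred) preincubated 10 min at room temperature with a 500nM (2x) first reagent, then RGS4 at 900nM (2x) plus Transcreener GDP mix added; fluorescence polarization (620/688 nm) read before and after 90 min at 30 °C.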
POLH inh – inhibitors of human DNA polymerase eta; Q9Y253; recombinant Pol eta, fluorescent DNA replication assay; Potency, µM (highest dose often 114 µM), inactives show at the highest dose activity change, negative = inhibition, most hits filed as inhibitors; actives 1.2% (n = 390,000); AID 588591; note: potency is the fitted concentration of half-maximal effect; % is set by controls: 0 for no effect and ±100 for the full control effect
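Pol eta (10 nM) was preincubated with compounds for 15 min at room temperature, after which fluorescent replication substrate (50 nM final) was added to start the reaction. Fluorescence was read kinetically at 0 and 10 min.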
Pol beta inh – blocks human DNA polymerase beta activity | AID 485314 | Pol beta primer extension/strand displacement, fluorescence kinetic | P06746 | actives 1.3% (n = 340,000) | Potency, µM (doses to about 114 µM), without a hit: at the top dose activity change, negative = inhibition, most hits filed as inhibitors; note: potency is the fitted concentration of half-maximal effect; % is set by controls: 0 for no effect and ±100 for the full control effect
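Pol beta (10 nM) was preincubated with compound for 15 min at room temperature. The reaction was then started with 50 nM substrate and read immediately and after a further 10 min at room temperature.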
Anesthetic bind – binds horse apoferritin like a general anesthetic; Potency, µM (titrated, usually from 77.5 µM), for the others: top-dose activity change, negative = displacement, usual class: inhibitors; P02791; actives 0.074% (n = 350,000); apoferritin/1-aminoanthracene competitive binding, fluorescence; note: potency is the fitted concentration of half-maximal effect; % is set by controls: 0 for no effect and ±100 for the full control effect; nearly all actives have a fitted effect of over 20% in size
Target sequence (P02791 2-175 limits assumed): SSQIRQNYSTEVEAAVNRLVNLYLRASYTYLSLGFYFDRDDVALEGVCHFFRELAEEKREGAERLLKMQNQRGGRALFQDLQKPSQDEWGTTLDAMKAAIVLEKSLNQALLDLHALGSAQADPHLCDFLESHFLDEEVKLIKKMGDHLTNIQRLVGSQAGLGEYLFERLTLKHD
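10 uM apoferritin + 50% sat. 1-AMA, PBS; cpd 10 min RT; Ex380/Em535 endpoint; normalized to free probe vs complex; 4-param Hill fit; propofol titration as pos. ctrl.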
APEX1 inh – blocks human APE1 abasic DNA cleavage | P27695 | recombinant APE1, TAMRA/BHQ-2 abasic DNA cleavage fluorescence | Potency, µM (series often up to 65.8 µM), without a hit: at the top dose activity change, negative = inhibition, most hits filed as inhibitors | actives 0.35% (n = 350,000) | AID 2517;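 note: potency is the fitted concentration of half-maximal effect; plate controls were vehicle for no effect and reference inhibitor for full effect; nearly all actives have a fitted effect of over 55% in size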
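Readout is kinetic fluorescence (ex 525, em 598 nm) from cleavage of 50 nM TAMRA/BHQ-2 THF abasic duplex by 0.75 nM APE1, compound added 15 min beforehand at RT.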
LDHA block – inhibitors of human lactate dehydrogenase A. purified LDHA, NADH/diaphorase-resazurin fluorescence; hits give low values. AID 1347041. activity change, % (values are at about 110 or 230 µM). actives 0.15% (n = 480,000); in the data active = activity change below about -30%; inconclusive = mostly about -25% to -30%;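 note: plate controls were DMSO wells for no effect and wells without enzyme for full effect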
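Enzyme activity of human lactate dehydrogenase 5 (2 nM; 0.06 mM NADH, 0.2 mM pyruvate, 5 min, RT) is measured via a resazurin/diaphorase fluorescence readout of residual NADH.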
12-LOX inh – ALOX12 (human) lipoxygenase inhibition; P18054; Potency, µM (top dose mostly 108 µM), without a hit: top-dose activity change, negative = inhibition, hits mostly inhibitors; purified 12hLO, xylenol orange hydroperoxide absorbance; actives 1.1% (n = 580,000); note: potency is the fitted concentration of half-maximal effect; % is set by controls: 0 for no effect and ±100 for the full control effect
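Hydroperoxide product was detected by ferrous iron/xylenol orange as the 573 to 405 nm absorbance ratio. Arachidonic acid at 40 uM (final) was turned over for 30 min at room temperature by 150 nM human 12hLO, pH 7.0 Hepes buffer, after 15 min compound preincubation.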
ERG Ets-DNA blk – blocks human ERG Ets domain binding to DNA | actives 0.028% (n = 370,000) | Potency, µM (titrated, usually from 76.9 µM), for the others: at the highest dose FP activity, negative = inhibition, hits mostly inhibitors | fluorescence polarization, His-ERG Ets domain / labelled DNA; active = well fitted inhibition curve with a large enough effect in the polarisation, with a control signal flat; inconclusive = small, poorly fitted or top-dose-only effect, or effect the other way, or a change in a side signal; inactive = no such curve, though single readings can be large or run the other way; the % refers to the polarisation;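 note: polarization taken with two DNA probes labelled with fluorescein and Texas red; potency is the fitted concentration of half-maximal effect; % of control where 0% means no effect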
Target sequence (P11308 whole entry, looked up, the tested form may be a part): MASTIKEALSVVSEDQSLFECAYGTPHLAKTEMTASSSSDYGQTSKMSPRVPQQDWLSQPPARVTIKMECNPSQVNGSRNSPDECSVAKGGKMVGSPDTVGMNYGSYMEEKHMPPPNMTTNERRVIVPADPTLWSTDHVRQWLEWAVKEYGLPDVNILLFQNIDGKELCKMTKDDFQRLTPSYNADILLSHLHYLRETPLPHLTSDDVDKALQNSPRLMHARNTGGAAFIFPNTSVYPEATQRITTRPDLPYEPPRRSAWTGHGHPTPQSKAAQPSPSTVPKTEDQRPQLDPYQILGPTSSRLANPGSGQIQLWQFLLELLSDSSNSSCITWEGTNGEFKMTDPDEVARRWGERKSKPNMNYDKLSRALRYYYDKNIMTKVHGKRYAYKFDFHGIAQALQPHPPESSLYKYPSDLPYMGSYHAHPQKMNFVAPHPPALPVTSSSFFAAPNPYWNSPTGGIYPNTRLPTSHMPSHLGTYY
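His-tagged ERG Ets domain (1 uM in the protein solution; 300mM KCl, 50mM Tris-HCl, 1mM EDTA, 1mM DTT, pH 7.5) received compound, then a probe mix of 5 nM fluorescein-DNA and 100nM Texas-615-DNA. Fluorescence polarization was read for both dyes.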
Pol kappa inh – DNA polymerase kappa (human) inhibition | Q9UBT6 | purified Pol kappa, fluorescent DNA synthesis assay, 10 min | Potency, µM (top dose mostly 107 µM), without a hit: at the highest dose activity, negative = inhibition, most hits filed as inhibitors | actives 0.53% (n = 400,000); note: potency is the fitted concentration of half-maximal effect; % is set by controls: 0 for no effect and ±100 for the full control effect
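Enzyme at 10 nM met test compounds for 15 min at room temperature. Substrate addition (50 nM final) began the reaction, which was monitored by fluorescence at 0 and 10 min.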
Numbers without * were called inactive; u = inconclusive; x = not tested or not shown; & = joins results of further samples; [ ] = remark or other dose. Unless noted, calls come from the whole dose curve; as a rule, active = well fitted curve in the direction sought with a large enough effect; inconclusive = small, poorly fitted or top-dose-only effect, or another doubt; inactive = no such curve, though single readings can be large; an effect the other way counts as inactive or inconclusive.

SMILES	RGS4 inhibitor	POLH inh	Pol beta inh	Anesthetic bind	APEX1 inh	LDHA block	12-LOX inh	ERG Ets-DNA blk	Pol kappa inh
CCOC(=O)/C=C/C(=O)OCC(=O)NC(c1ccccc1)c1ccccc1	-30.7%	-16.9%	11.6%	0.5%	-6.8%	-5.9	3.9%	0.7%	-2.6%
CCOC(=O)C1CCN(C(=O)COC(=O)c2cc([N+](=O)[O-])ccc2N2CCOCC2)CC1	-22.2%	-13.1%	x	x	27.4%	-0.5	9.4%	1.7%	-2.3%
COCCOCCn1c(/C=C/c2ccccc2)nc2ccccc21	u	-22.7%	-0.6%	-6.8%	-2.4%	-7.8	26.6%	-7.1%	4.7%
COC(=O)C1CCCN1C(=O)COc1ccc(Br)cc1Cl (stereo not given)	27.4%	-9.9%	22.8%	9.5%	-4.2%	-5.2	-12.6%	-6.7%	-7.5%
CCCN(CCC)CCCNC(=O)Cn1cnc2sc(C)c(S(=O)(=O)N3CCOCC3)c2c1=O	0.1%	-1.2%	17.8%	-4.0%	47.2%	-2.3	-27.2%	4.1%	-20.2%
CNC(=S)NC1CC2CCCC(C1)N2Cc1ccco1 (stereo not given)	-6.2%	11.6%	4.4%	-3.9%	-0.3%	-6.8	17.3%	x	-3.7%
CCC1CN(C(=O)Nc2ccc(C)cc2)c2cc(C)ccc2O1 (stereo not given)	-9.7%	-17.2%	-1.8%	-23.5%	-1.8%	4.6	5.2%	-5.5%	0.1%
O=C(NCc1ccc2c(c1)OCO2)c1nnc(Cc2ccc(Cl)cc2)o1	10.0%	-15.4%	2.9%	-19.4%	-5.4%	-16.0	127.5%[activator]	-3.9%	1.1%
Cc1ccc(N(CC(=O)NC2CCCC2)C(=O)CCC(=O)Nc2nc(C)cs2)cc1	30.5%	1.7%	32.2%	-6.3%	-11.4%	-1.0	-13.6%	1.8%	-7.3%
CC1(C)S[C@@H]2[C@H](NC(=O)C(C(=O)O)c3ccccc3)C(=O)N2[C@H]1C(=O)O (stereo not given in full)	-9.4%	-12.0%	26.0%	1.2%	5.5%&0.2%	-5.9	x	1.7%	-22.4%
O=C(Nc1ccc(NS(=O)(=O)c2ccccc2)cc1)c1ccccc1	-10.2%	-11.9%	-0.8%	-5.2%	15.6%[12.4 µM]	-2.3	22.8%	-2.0%	-4.3%
CCCCn1c(SCC(=O)N2c3ccccc3CCc3ccccc32)nc2c1c(=O)n(C)c(=O)n2C	30.0%	10.6%	30.8%	-5.1%	-1.3%	-6.0	0.0%	2.6%	4.1%
O=C(Cn1cc(SCc2cccc(C(F)(F)F)c2)c2ccccc21)N1CCCCCC1	-5.4%	-1.6%	-11.9%	124.5%[activator]	x	2.3	-23.2%	-8.5%	-5.6%
Clc1cccc(CNCCCSc2ncccn2)c1Cl	-6.4%	-3.1%	1.2%	-5.2%	-2.1%	1.0	u	-0.9%	-3.4%
Cc1ccccc1CC1(CO)CCCN(C(=O)c2ccccc2Cl)C1 (stereo not given)	15.7%	-12.4%	-10.5%	-14.3%	-4.2%	-9.4	-26.7%	0.6%	-9.7%
CN1C(=O)CCC2(c3ccccc3)CC=C(O)C=C12 (stereo not given)	0.9%	-12.0%	x	x	x	-2.0	-5.6%	0.1%	5.7%
N#Cc1ccccc1COc1cccc2c1CCCC2O (stereo not given)	-6.0%[56.9 µM]	-6.4%	-8.5%	5.7%	14.2%	-9.2	u	8.9%	4.5%
COC(=O)[C@@H]1[C@@H](C#N)C2(c3ccccc3-c3ccccc32)N(c2ccc(Cl)cc2)N1C#N	u	-19.4%	29.8%	-1.7%	-1.6%	-1.2	u	-1.3%	-9.2%
COc1cccc(CN(c2ccccc2C(=O)O)S(=O)(=O)c2ccc(C)cc2)c1	-5.4%	-19.1%	x	x	x	-5.2	u	-2.4%	0.7%
O=C(CN1C(=O)C2C3C=CC(C3)C2C1=O)NC1CCCc2ccccc21 (stereo not given)	-22.6%	4.5%	13.4%	-11.5%	2.0%	-1.4	0.0%	-0.6%	-13.6%
COc1cccc(-c2csc(N3CCN(CC(=O)NNC(=O)c4ccco4)CC3)n2)c1	-2.3%[56.9 µM]	u	-22.8%	-7.1%	-3.4%	-6.1	5.7%	-7.1%	-15.2%
COC(=O)C1=C(C(=O)OC)[C@@H]2N(C)c3ccccc3[C@@]23C[C@@H](C(=O)OC)N(C(=O)c2cccs2)C3=N1	17.4%	u	-21.1%	1.9%	10.8%[12.4 µM]	0.3	-6.8%	-5.3%	-12.2%
CC1=C(C(N)=O)S(=O)(=O)c2ccccc21	u	-16.0%	90.7%	-10.6%	17.4%	-4.6	-25.6%	0.8%	-5.5%
COc1ccccc1/C=C/c1onc(C)c1S(=O)(=O)N1CCC(C(=O)NC(C)C)CC1	-12.0%	-19.4%	6.9%	-16.0%	-1.1%	-9.0	68.2%[activator]	-16.9%	-0.4%
CC(C)(C)OC(=O)N1CCN(C(=O)Nc2ccc3c(c2)OCCO3)CC1	-3.5%	-9.4%	23.3%	-1.0%	u	-7.1	-0.7%	4.5%	-13.0%
CC(C)COc1cccc(C(=O)NC(=S)NCc2cccnc2)c1	-36.7%	-16.8%	-3.2%[57.1 µM]	-9.2%	-1.7%	0.5	u	-10.0%	-21.3%
COc1ccc(S(=O)(=O)N2CCOCC2)cc1NS(=O)(=O)c1ccc(F)c(F)c1	10.9%	-7.8%	x	x	30.0%	-9.5	207.7%[activator]	-9.4%[15.4 µM]	-13.1%
COc1ccc(CCC(C)Nc2cccc(C)c2)cc1 (stereo not given)	0.9%	-27.8%	2.0%	-13.1%	-3.5%	14.2	u	-0.2%	-14.5%
Cc1cc(NC(=O)CN2C(=O)[C@@H]3[C@H](C2=O)[C@@H]2C[C@H]3C(Br)C2Br)no1 (stereo not given in full)	29.9%	-8.3%	8.0%	-14.0%	2.2%	-3.1	0.0%	1.1%	-13.0%
COC(=O)c1c(-c2ccc(Br)cc2)noc1N	2.2%[56.9 µM]	0.2%	1.1%	-13.0%	5.3%	-8.1	3.6%	0.5%	-15.7%
CCC(C)C(=O)Nc1ccc(OC)cc1OC (stereo not given)	1.3%	-11.0%	8.9%	-6.8%	-0.9%	3.4	-23.3%	-0.4%	-25.5%
C=CCN=Cc1sc2ccc(OCC)cc2c1O	x	x	11.9%[57.1 µM]	-6.3%	3.6%	x	-27.4%	x	x
Cc1ccc(NC(=O)CSc2nnc(NC(=O)c3ccco3)s2)cc1	-37.4%[56.9 µM]	-11.2%	-5.5%	-2.0%	-1.7%	-2.2	19.6%	-1.0%	2.9%
COC(=O)C1=C(C)OC(N)=C(C#N)C1c1c(C)nn(C)c1C (stereo not given)	-27.2%	-19.6%	42.4%	6.1%	-1.2%	6.6	-20.9%	16.3%	6.7%
C[C@@H](O)CC#Cc1ccc2oc(=O)c(-n3cc(-c4ccsc4)nn3)cc2c1	-2.1%	-5.5%	x	x	-0.7%	-4.1	-11.9%	20.6%	-9.7%
CCC(=O)N1N=C(c2ccc(C)o2)CC1c1ccc(N(C)C)cc1 (stereo not given)	4.6%	2.0%	2.9%	-14.3%	4.1%	3.8	-3.2%	-1.6%	0.1%
CC1(C)CC(=O)C=C(Nc2ccccc2)C1	-8.9%	-9.9%	15.7%	4.7%	17.1%	3.2	u	-6.3%	-2.3%
Cc1ccc(NC(=O)CN(C)C(=O)COC(=O)COc2ccc(C#N)cc2)cc1	-0.9%	-1.2%	x	x	11.7%	-9.2	-11.1%	3.1%	-5.0%
CN(C(=O)c1ccc(NC(=O)c2ccco2)cc1)c1ccccc1	7.6%	-22.5%	45.0%	-14.4%	10.8%	-3.0	-16.9%	-0.4%	-3.5%
COc1ccc2[nH]c(=O)c(CN(Cc3ccc4c(c3)OCO4)C(C)=O)cc2c1	-2.1%	-14.9%	36.9%	-10.9%	0.0%	-0.2	157.1%[activator]	-2.4%	-3.0%
CSc1nncn1/N=C/c1ccc2c(c1)OCO2	-25.8%	-14.3%	74.6%	-10.6%	2.0%	0.2	u	-5.4%	0.8%
CC(CN1C(C)CCCC1C)OC(=O)c1cccc(F)c1 (stereo not given)	25.8%	-7.8%	9.0%	-3.4%	49.7%[activator]	-3.5	-6.2%	-2.7%	-5.7%

Arranged by value in ERG Ets-DNA blk (lowest first): some entries from above
Structure	RGS4 inhibitor	POLH inh	Pol beta inh	APEX1 inh	LDHA block	12-LOX inh	ERG Ets-DNA blk	Pol kappa inh
Cc1ccc(NC(=O)CSc2nnc(NC(=O)c3ccco3)s2)cc1	-37.4%[56.9 µM]	-11.2%	-5.5%	-1.7%	-2.2	19.6%	-1.0%	2.9%
CN(C(=O)c1ccc(NC(=O)c2ccco2)cc1)c1ccccc1	7.6%	-22.5%	45.0%	10.8%	-3.0	-16.9%	-0.4%	-3.5%
C[C@@H](O)CC#Cc1ccc2oc(=O)c(-n3cc(-c4ccsc4)nn3)cc2c1	-2.1%	-5.5%	x	-0.7%	-4.1	-11.9%	20.6%	-9.7%

Some of the compounds tested (hit frequency here may not be typical).
